Screens from PubChem BioAssay.
TDP43 rescue: rescues yeast growth from TDP-43 toxicity. TDP-43 expressing yeast growth rescue, BacTiter-Glo, 24 h. Potency, µM (series often up to 46.1 µM), for the others: at the highest dose growth rescue (activation), actives largely listed as activators. 410,000 compounds, 1.8% hits. AID 652104; further: % of control where 0% means no effect; nearly all actives have a fitted effect of over 50% in size
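Readout is BacTiter-Glo luminescence of cell growth, so inhibitors register as activators. TDP-43-expressing yeast at OD600=0.02 in galactose medium, after raffinose pregrowth to mid-log, were incubated with compound for 24 hr at 30 deg C.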
SW480 rereplic: inducers of DNA re-replication in SW480 colon cancer cells; SW480 DNA re-replication, Hoechst DNA content imaging, 48 h; Potency, µM (highest dose often 46.1 µM), for inactives: at the highest dose re-replication activation, usual class: activators; 340,000 compounds, 1.8% hits; AID 624297; further: % of control where 0% means no effect; nearly all actives have a fitted effect of over 55% in size
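Cells (250 per well) received 23 nL compound or DMSO by pin tool and were kept 48 hr at 37 C, 5% CO2. Nuclei were then stained with Hoechst for 40 min and scanned for DNA content.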
HT1080 IDH1KD tx: HT-1080 IDH1 knockdown cell toxicity (counter line) | AID 686971 | HT-1080 IDH1 knockdown viability, ATP luminescence, 48 h | Potency, µM (top dose mostly 46.1 µM), inactives show top-dose activity, negative = toxicity, hits mostly cytotoxic | 360,000 compounds, 2% hits;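 further: 0% = DMSO wells and -100% = cell-free medium wells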
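Cytotoxicity counter-line: IDH1KD HT-1080, 48 h, CellTiter-Glo. Curves classed by r2, magnitude and activity.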
GLP-1R inv ag: inverse agonists of human GLP-1 receptor; Potency, µM (highest dose often 38.3 µM), for the others: at the highest dose activity change, negative = inhibition, hits mostly inhibitors; P43220; HEK293 GLP-1R CRE-luciferase, luminescence, 24 h; GLP-1R form is constitutively active; AID 624417; 410,000 compounds, 1.6% hits; further: on the % scale 0 is the no-effect control and ±100 the full control effect; nearly all actives have a fitted effect of over 55% in size
Target sequence (P43220 whole entry, looked up): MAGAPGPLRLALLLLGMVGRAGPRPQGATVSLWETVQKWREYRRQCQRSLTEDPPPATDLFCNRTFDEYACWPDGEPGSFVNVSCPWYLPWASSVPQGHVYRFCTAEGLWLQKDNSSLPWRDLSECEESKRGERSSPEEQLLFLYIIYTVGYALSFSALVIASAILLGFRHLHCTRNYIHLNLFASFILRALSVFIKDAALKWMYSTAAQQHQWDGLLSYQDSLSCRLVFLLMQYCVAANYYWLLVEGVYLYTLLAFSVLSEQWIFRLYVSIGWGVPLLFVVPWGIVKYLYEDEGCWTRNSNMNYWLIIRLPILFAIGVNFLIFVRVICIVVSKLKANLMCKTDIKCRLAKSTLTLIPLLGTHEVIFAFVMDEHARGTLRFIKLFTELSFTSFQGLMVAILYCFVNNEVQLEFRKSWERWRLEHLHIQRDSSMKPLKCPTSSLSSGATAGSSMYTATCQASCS
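Stable HEK293 clone (constitutively active GLP-1R + cAMP-response luciferase); 200 cells/uL plated, 12 h pre-culture, compound 24 hr, 37 deg C/5% CO2; detection reagent 12 min RT; luminescence.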
KB-V1 cytotox: kills drug-selected multidrug resistant KB-V1 cells; KB-V1 MDR cells viability, CellTiter-Glo, 72 h; Potency, µM (titrated, usually from 46.1 µM), for the others: top-dose activity change, negative = cytotoxicity, actives largely listed as cytotoxic; 400,000 compounds, 3.4% hits; AID 1347076; further: on the % scale 0 is the no-effect control and ±100 the full control effect; nearly all actives have a fitted effect of over 60% in size
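KB-V1, DMEM (no phenol red) + 10% FBS; cpd pin-transferred, titration series; 72 h, 37 degrees C; CellTiter-Glo, luminescence. Data normalized, curve-fit.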
HT1080-NT tox: kills 2HG-producing HT-1080-NT fibrosarcoma cells | HT-1080-NT fibrosarcoma viability, CellTiter-Glo ATP luminescence, 48 h | 360,000 compounds, 1.6% hits | Potency, µM (series often up to 46.1 µM), for inactives: at the top dose activity, negative = less viability, hits mostly cytotoxic | AID 686970;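 further: NT is the 2HG producing partner of a matched IDH1 knockdown line; 0% = DMSO-treated cells and -100% = media-only wells without cells; nearly all actives have a fitted effect of over 55% in size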
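Toxicity toward the 2HG-producing NT line was scored as %Activity, normalised to DMSO and no-cell wells, from CellTiter-Glo luminescence after 48 hours' treatment.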
KB-3-1 tox: kills parental KB-3-1 adenocarcinoma cells; KB-3-1 viability, CellTiter-Glo ATP luminescence, 72 h; Potency, µM (top dose mostly 46.1 µM), for inactives: top-dose activity change, negative = cytotoxic, usual class: cytotoxic; 400,000 compounds, 1.4% hits; AID 1347075; further: on the % scale 0 is the no-effect control and ±100 the full control effect; nearly all actives have a fitted effect of over 60% in size
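Cells are dispensed, compounds pinned in, plates held at 37 °C for 72 h, then CellTiter-Glo is added and luminescence read after 10 minutes. Cell line: parental KB-3-1 in phenol-red-free DMEM, 10% FBS.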
GLP-1R agonist: GLP-1 receptor (human) agonism; Potency, µM (highest dose often 45.6 µM), without a hit: at the top dose activation, usual class: activators; 380,000 compounds, 0.007% hits; AID 624172; HEK293 GLP-1R CRE-luciferase, luminescence, 4-6 h; cells express a hypersensitive GLP-1R form; further: % of control where 0% means no effect
HEK293 tox: cytotoxicity in counter-screen for GLP-1R inverse agonists. Potency, µM (doses to about 38.3 µM), inactives show at the highest dose activity change, negative = inhibition, usual class: inhibitors. HEK293 cAMP-luciferase reporter cells, luminescence, 24 h. 410,000 compounds, 0.13% hits;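 further: loss of luciferase light is scored as toxicity; on the % scale 0 is the no-effect control and ±100 the full control effect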
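Compound-treated cells are incubated 24 hr at 37 deg C under 5% CO2 after a 12 hour attachment period, then luciferase detection reagent is added and luminescence is measured following 12 min at room temperature; lowered signal indicates toxicity.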
* hit, by the source's call; ? = inconclusive; nt = not tested or not shown; & = joins results of further samples; ! = not confirmed by another sample; [ ] = remark or other dose. The call rests on the fitted dose curve; in most records, active means well fitted curve in the direction sought with a large enough effect; inconclusive means small, poorly fitted or top-dose-only effect, or another doubt; inactive means no such curve, though single readings can be large; an effect the other way counts as inactive or inconclusive. Potency means the concentration at half of the fitted maximal effect.

The line under a structure holds: KB-3-1 tox | HT1080 IDH1KD tx | HEK293 tox | HT1080-NT tox | TDP43 rescue | SW480 rereplic | KB-V1 cytotox | GLP-1R agonist | GLP-1R inv ag
> COCCCN(Cc1ccco1)C(=O)Cn1ncc2c([nH]c3ccccc32)c1=O
→ 20% | -6% | ? | -4% | 10% | -14% | -23% | 5% | ?
> O=C(NCc1ccccc1)c1ccc2c(c1)C(=O)N(CC1CCCO1)C2=O (stereo not given)
→ -10% | -3% | 1% | -3% | 7% | ? | 0% | 0% | 0%
> O=C(CN1CCN(S(=O)(=O)c2cccc(Br)c2)CC1)NCCc1cccs1
→ ? | 0% | 4% | -3% | 1% | -25% | 0% | -2% | ?
> CS(=O)(=O)Nc1nnc(C2CCCC2)s1
→ 7% | 13% | 8% | 12% | -5% | -43% | 14% | 0% | 1%
> CC(C)N(Cc1nc(-c2ccc(Cl)cc2)no1)C(=O)/C=C/c1ccccc1
→ 3% | -9% | -1% | -2% | 2% | 15% | 16µM* | 2% | 11µM*
> O=C(Cn1c(=O)oc2cc(S(=O)(=O)N3CCCC3)ccc21)N1CCN(c2ccccc2F)CC1
→ 5% | -2% | -1% | -2% | 20% | -2% | -14% | 0% | -29%
> Cc1nnc(SCc2ccccc2)n1CC1CCCO1 (stereo not given)
→ ? | 26% | -4% | 21% | 10% | -26% | 6% | -10% | 6%
> Cc1nnc(NC(=O)CSc2nccn2-c2ccc(F)cc2)s1
→ 6% | 10% | -1% | 16% | 14% | -4% | -24% | 5% | 16%
> Cc1cccc(S(=O)(=O)N(C)C[C@H]2OCc3cnnn3CCCC(=O)N([C@H](C)CO)C[C@@H]2C)c1
→ ? | 2% | 2% | 5% | 13% | nt | ? | -1% | 16%
> COc1ccccc1N(C)C(=O)c1cc(S(=O)(=O)N2CCc3ccccc32)cn1C
→ 13% | 3% | -18% | -2% | 11% | -6% | -4% | 14% | -5%
> CC1(C)Cc2c(cnn2-c2ccccc2)C(=O)/C1=N\NC(=O)c1ccccc1N
→ -12% | 7% | 11% | ? | -25% | ? | -16% | -1% | -1%
> N/N=c1\sc2ccccc2n1-c1ccccc1
→ 5% | 3% | 36%[activator] | 9% | 0% | -3% | ? | -2% | ?
> O=C(C1CCCO1)N1CCN(C(=S)Nc2ccccc2C(F)(F)F)CC1 (stereo not given)
→ -2% | 5% | -4% | 14% | 7% | -7% | 6% | -1% | -13%
> O=C(Cn1cnc2c(NCc3ccccc3)ncnc21)NCCCN1CCCC1=O
→ 2% | 4% | -2% | 8% | 10% | -46%[inhibitor] | ? | -3% | 13%
> COc1ccc(-c2ncncc2-c2ccc(OC)c(OC)c2)c(O)c1
→ 0% | -15% | -4% | -6% | -9% | ? | -19% | 25% | 38%[activator]
> O=S(=O)(Cc1ccccc1)Nn1cnnc1
→ 2% | -23% | -6% | 16% | -3% | -10% | 0% | -17% | 0%
> CC1CC1c1ccc(/C=C(\C#N)C(=O)Nc2ccc(Cl)cc2Cl)o1 (stereo not given)
→ 5% | -10% | 10% | -2% | -9% | nt | ? | -1% | -5%
> CCc1ccc(S(=O)(=O)NCc2ccc(C(=O)NCCN(Cc3ccccc3)C(C)C)cc2)cc1
→ -20% | 16µM* | -3% | ? | 0% | nt | ? | 2% | ?
> COC(c1ccccc1)c1nnc(CCC(=O)N2CCN(Cc3cccs3)CC2)o1 (stereo not given)
→ 12% | 5% | -6% | 3% | -5% | 7% | 0% | 2% | -1%
> O=c1[nH]cc(I)cc1I
→ -8% | 9% | -12% | 7% | 14% | 0% | -2% | -5% | 18%

3 of the entries above in order of their number in SW480 rereplic, smallest number first:
Molecule | SW480 rereplic
Cc1nnc(SCc2ccccc2)n1CC1CCCO1 (stereo not given) | -26%
COC(c1ccccc1)c1nnc(CCC(=O)N2CCN(Cc3cccs3)CC2)o1 (stereo not given) | 7%
CC(C)N(Cc1nc(-c2ccc(Cl)cc2)no1)C(=O)/C=C/c1ccccc1 | 15%

(list continues)
The line under a structure holds: KB-3-1 tox | HT1080 IDH1KD tx | HEK293 tox | HT1080-NT tox | TDP43 rescue | SW480 rereplic | KB-V1 cytotox | GLP-1R agonist | GLP-1R inv ag
> Cc1cccc(N(C(=O)c2ccc(CN3CCOCC3)o2)C(C(=O)NC2CCCCC2)c2ccc(F)cc2)c1 (stereo not given)
→ 9% | 20% | 2% | 22% | -21% | 0%[9.22 µM] | -3% | -2% | -11%
> Cc1ccc(-n2cccc2/C=C2/NC(=O)N(CC(=O)Nc3cccc(C)c3)C2=O)cc1
→ 20% | 0% | 7% | 6% | -20% | 3% | 7% | -1% | -6%
> NC(=O)c1c(N)sc2c1CCCC2
→ 9% | 18% | 3% | 14% | 13% | -7% | 6% | 13% | 3%
> CCCN(CCC)CCNC(=O)Cn1cc2c(n1)-c1c(oc(C(=O)N3CCCC3)c1C)CC2
→ -5% | 0% | 2%&-3% | -1% | 21%&0% | nt | -6% | -2% | 9%&6%
> CCOC(=O)c1cccc(NC(=O)C2(S(=O)(=O)c3ccc(C)cc3)CC2)c1
→ -8%&-1% | -8% | 7%&5% | 5% | 25%&7% | -8% | 18µM*! | 4% | -13%&0%
> COc1ccc(N(CC(=O)Nc2ccc3c(c2)OCO3)S(=O)(=O)c2ccccc2)c(OC)c1
→ -12% | -11% | -1% | -11% | 0% | 13% | ? | 12% | -24%
> COc1ccc(C(=O)N=C2SC3CS(=O)(=O)CC3N2Cc2ccc(OC)c(OC)c2)cc1 (stereo not given)
→ 1% | 9% | 2% | 7% | 16% | -6% | 14% | 0% | 49%[activator]
> COc1ccc(-c2cc(NC=O)c3ncc(-c4ccc(OC)c(OC)c4)n3c2)c(OC)c1
→ 0.65µM* | 0.082µM* | ? | 0.0073µM* | 27% | nt | 1.2µM* | 2.5µM* | -53%
> COc1ccc(OCC(=O)Nc2nnc3n2CCS3)cc1
→ -3% | nt | -2% | nt | 10% | nt | ? | -4% | 4%
> CCOc1ccc(Nc2nc(C)cc(C)c2C#N)cc1
→ 9% | -2% | 11% | 6% | -2% | -3% | -9% | -2% | 0%
> O=[N+]([O-])c1ccc(OCCN2CCCCCC2)cc1
→ 1% | -6% | -5% | -5% | -17% | 28% | -14% | 8% | ?
> Cc1cc2ncc(-c3ccc(Cl)cc3)c(N)n2n1
→ -1% | -2% | 3% | 0% | 16% | -16% | ? | -2% | 5%
> COc1ccc(-c2cn3cccnc3n2)cc1NC(=O)Nc1cc(C)ccc1C
→ -24% | nt | -23% | nt | 24% | nt | -7% | nt | ?
> CC(C)c1ccc(OCC(=O)NCc2ccccc2)cc1
→ -1% | 4% | 20% | -3% | ? | 1%[9.22 µM] | ? | -1% | ?
> Cc1ccc(NC(=O)C2(C)CCN2C(=O)Cc2cc(F)ccc2F)cc1 (stereo not given)
→ 0% | -17% | -2% | -2% | ? | nt | 5% | -7% | 9%
> O=C(O)COc1cccc2ccccc12
→ 3% | -2% | -4% | -3% | -14% | -18% | 16% | -7% | 5%
> COc1ccc(S(=O)(=O)NC2(C(F)(F)F)N=C3SCCN3C2=O)cc1 (stereo not given)
→ 0% | -1% | 70%[activator] | 2% | -5% | 1% | ? | 5% | 3%
> O=C(NCCN1CCCOC1=O)C(=O)NCCN1CCCOC1=O
→ 0% | 1% | 15% | -10% | 4% | -4% | -11% | -2% | 16%
> CCN(CC)C(=O)CSc1nnc2nnc3cc(Cl)ccc3n12
→ ? | ? | 6% | ? | -27% | 18% | ? | 6% | 8%
> CCC1CCCCN1C(=O)CSc1n[nH]c(-c2ccccc2Cl)n1 (stereo not given)
→ 0% | nt | 3% | nt | 20% | nt | -4% | nt | -17%
> Cc1cc(Cl)ccc1NC(=S)NCc1ccccc1Cl
→ 2% | -22% | ? | -7% | 17% | -62%[inhibitor] | -14% | -1% | ?
> C/C(CC(=O)NCc1ccco1)=N\NC(=O)Cc1ccc(Cl)cc1
→ 5% | 1% | 8% | -6% | 12% | -3% | 17% | -6% | 1%
> Cc1ccc(C)c(N2CCN(C(=O)CCc3c(C)nc4c(c3C)c(=O)n(C)c(=O)n4C)CC2)c1
→ 17% | nt | -8% | nt | 15% | nt | ? | -2% | -2%
> Cc1cccc(N2CCN(CC(O)COc3ccc4ccccc4c3)CC2)c1 (stereo not given)
→ -2% | 9% | 0% | 1% | -6% | -7% | -3% | 10% | -23%
> C=CCOc1ccc(/C=C/C(=O)OCC(=O)NCC(=O)Nc2c(C)cc(C)cc2C)cc1
→ 15% | -1% | 2% | -3% | 13% | -5% | 3% | -8% | 16%
> CSc1ccc(S(=O)(=O)NC2CC2)cc1
→ -5% | 3% | 20% | -1% | 6% | -5% | 3% | 1% | 49%[activator]
> COc1oc(-c2ccc(Cl)cc2)nc1C(F)(F)F
→ -4% | 14% | -14% | 23% | -1% | 0% | 18% | 2% | 5%
> Cc1ccc(Nc2nc(CSc3nnnn3-c3ccccc3)cs2)cc1
→ ? | -29% | -19% | -27% | 14µM* | 3% | 15µM* | -6% | ?
> O=[N+]([O-])c1ccc(N/N=C\c2ccccc2OCc2ccccc2)cc1
→ -3% | -4% | 13% | -20% | 9% | ? | -9% | -6% | 18%
> Cc1ccc2nc3c(cc(C(=O)NCC4CCCO4)c(=N)n3C3CCCC3)c(=O)n2c1 (stereo not given)
→ -3% | -7% | nt | -5% | -23% | 10% | ? | 15% | 101%[activator]
> O=C1CC(c2ccccc2)Cc2[nH]c(=O)c(C(=O)Nc3cccc(F)c3)cc21 (stereo not given)
→ -33% | nt | -23% | nt | 3% | nt | -24% | nt | -28%
> Cc1ccc(CN2C(=O)C(CC(C)C)Nc3ncnc(N4CCN(c5ccccn5)CC4)c32)cc1 (stereo not given)
→ -29% | ? | -12% | ? | -9% | 1% | -17% | 1% | ?
